Source: PubChem
NFkB transloc inh: blocks IL-1B driven NFkB nuclear translocation in HUVEC cells; 0.43% of 94,000 active; inhibition, % at 2 µM; HUVEC IL-1B NFkB p65 nuclear translocation imaging;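 active means inhibition above about 30% together with a positive call from visual inspection of the well image, limit read from the data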;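 further: nuclear over cytoplasmic p65 intensity ratio measured by imaging; 0% = IL-1B stimulated DMSO wells and 100% = unstimulated DMSO wells; values of inactives mirror those of a sister screen read the other way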
Bcl-B displacement: displacers of TR3 peptide from Bcl-B, primary screen, selectivity assay for Bfl-1 inhibitor project, biochemical, fluorescence polarization; FP displacement of FITC-TR3 peptide from Bcl-B; higher % means a stronger effect; AID 748; 0.11% of 96,000 active; displacement, % at 20 µM, or IC50 in µM where a hit was titrated;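 active means displacement above 50% at 20 µM plus a fluorescence interference ratio under 1.5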;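 further: plate controls were wells without compound for no effect and wells lacking Bcl-B protein for full effect; a part of the inactive calls stands beside numbers as strong as those of hits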
PLAP inhibition: inhibition of human placental alkaline phosphatase – biochemical, luminescence, HTS (AID 690). inhibition, % at 20 µM, or IC50 in µM where a hit was titrated. 0.08% of 96,000 active. purified PLAP, luminescent substrate; higher % means a stronger effect; in the data active means a potency from the dose series; inactive means the rest, 99 in 100 with inhibition below about 30%; further: strong numbers were not always called active
MRP reversal: reverses drug resistance mediated by MRP. H69AR cells + 2 uM doxorubicin, CellTiter-Glo, 72 h. differential viability (reversal), % at 10 µM. 0.04% of 85,000 active;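 active means viability drop by adding the cancer drug above about 55%, with treated viability meeting a 40% cutoff, limit read from the data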;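 further: viability without doxorubicin minus viability with 2 µM doxorubicin for each compound; larger differential means the compound sensitizes cells more to doxorubicin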
NFkB transloc pot: enhances IL-1B driven NFkB nuclear translocation. activation, % at 2 µM. AID 819. HUVEC IL-1B NFkB p65 nuclear translocation imaging. 0.3% of 94,000 active;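 active means activation above 40%, about the mean plus 3 SD, also judged a hit on visual image review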;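 further: percent activation is computed from the nuclear over cytoplasmic p65 intensity ratio; values of inactives mirror those of a sister screen read the other way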
MRP reversal cytotoxicity: recorded beside MRP reversal, whose call it bears; viability, %; H69AR cells, CellTiter-Glo, 72 h; measured here: cytotoxicity without doxorubicin
MRP reversal with doxorubicin: recorded beside MRP reversal, whose call it bears; viability, %; measured here: viability with 2 uM doxorubicin; active compounds read low
NFkB transloc inh cell count 2 µM: second read-out of NFkB transloc inh, no call of its own (marks repeat the call); cell count; measured here: cells passing quality filter;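 raw number of nuclei counted in each imaged well without normalization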
NFkB transloc pot cell count 2 µM: also measured in NFkB transloc pot; calls as there; cell count; measured here: cells passing quality filter
* marks the source's active call; other numbers are inactive results; . = no result given. A portion of the library, so the mix of outcomes need not match the whole.

SMILES | NFkB transloc inh | NFkB transloc inh cell count 2 µM | Bcl-B displacement | PLAP inhibition | MRP reversal | MRP reversal cytotoxicity | MRP reversal with doxorubicin | NFkB transloc pot | NFkB transloc pot cell count 2 µM
CCOc1nc(S(=O)(=O)c2ccc(C)cc2)c(Cl)s1 | -4 | 184 | 0% | -1% | -15 | 87 | 102 | 4 | 184
[O-][n+]1onc2c1CCc1c-2nn(-c2ccccc2Cl)[n+]1[O-] | -5 | 89 | -4% | -12% | . | . | . | 5 | 89
CC(=O)Nc1ccc(C(=O)NNC(=O)CCc2ccccc2)cc1 | 4 | 135 | -7% | -46% | . | . | . | -4 | 135
O=C(CNS(=O)(=O)c1ccc(F)cc1)Nc1ccc(C(F)(F)F)cc1 | -18 | 192 | 5% | 5% | -8 | 87 | 95 | 19 | 192
CCN(CC)CCNC(=O)Cn1nc(-c2ccccc2)c2ccccc2c1=O | -1 | 131 | 6% | 0% | -6 | 88 | 93 | 1 | 131
O=C(O)CCCCCNS(=O)(=O)c1ccc(Cl)cc1 | 47* | 85* | 22% | -2% | -8 | 101 | 110 | -47 | 85
Cn1c(=O)c2c(nc(CN3CCC(Cc4ccccc4)CC3)n2CCN2CCOCC2)n(C)c1=O | . | . | -14% | -66% | . | . | . | . | .
COc1cccc(C2N(c3cccc(Cl)c3)C(=O)C3CCCN32)c1 (configuration not stated) | 0 | 190 | -8% | -56% | -5 | 83 | 87 | 0 | 190
CC(=O)N1CCN(c2ccc(NCc3cccs3)cc2)CC1 | 14 | 78 | 1% | -23% | -13 | 80 | 93 | -14 | 78
CC1CCC(NCc2ccco2)CC1 (configuration not stated) | -7 | 70 | -10% | 4% | 10 | 94 | 84 | 7 | 70
Cc1ccc(CNc2nc(N)c([N+](=O)[O-])c(Nc3ccc(F)cc3)n2)cc1 | 14 | 164 | -2% | 13% | 17 | 96 | 78 | -15 | 164
CCN1CCC(C(N)=O)CC1 | -20 | 180 | -13% | -3% | -7 | 90 | 97 | 20 | 180
Cc1ccc2oc(=O)c3cnn(CC(=O)N4CCN(c5ccccc5)CC4)c3c2c1 | 0 | 174 | -1% | 13% | -5 | 75 | 81 | 0 | 174
CC1=C(C(N)=O)C(c2ccco2)C(C(N)=O)=C(C)N1 | -18 | 133 | 7% | 2% | -9 | 94 | 102 | 18 | 133
Clc1ccc(Cl)c(-c2ccc(/C=N/c3ncn[nH]3)o2)c1 | 2 | 116 | -24% | 12% | -5 | 92 | 97 | -2 | 116
CC(C)CN(C(=O)COC(=O)Cn1cnc2ccccc2c1=O)C1CCS(=O)(=O)C1 (configuration not stated) | 3 | 132 | 3% | -7% | -3 | 85 | 88 | -3 | 132
Cc1ccc(CCC2C3=C(CCCC3=O)OC3=C2C(=O)CCC3)cc1 | . | . | 7% | -35% | 9 | 96 | 86 | . | .
CC(=O)NC(Cc1c[nH]c2ccccc12)C(=O)OCC(=O)Nc1cc(C)on1 (configuration not stated) | 7 | 96 | -1% | 8% | 3 | 82 | 80 | -7 | 96
CC(C)COC(=O)NCC12C=CC(O1)C1C(=O)N(c3ccc(Cl)cc3)C(=O)C12 (configuration not stated) | . | . | -7% | 18% | 9 | 95 | 86 | . | .
CCOc1ccc2nc3c(cc2c1)CN(CCOC)C(=NC)S3 | -7 | 111 | . | . | 7 | 88 | 81 | 7 | 111
CCCOc1ccc([N+](=O)[O-])cc1C1NC(=S)NC(c2ccccc2)=C1C(=O)OCC (configuration not stated) | -10 | 155 | -2% | 3% | . | . | . | 10 | 155
CCOC(=O)Nc1ccc2c(c1)N(C(=O)N(C)C)c1ccccc1CC2 | -18 | 185 | 7% | -58% | 17 | 93 | 76 | 18 | 185
CSc1nsc(SC)c1NC(=O)OCC1CCCO1 (configuration not stated) | -22 | 187 | 2% | 6% | . | . | . | 22 | 187
CCCCOc1cccc(NC(=O)CSc2nccn2C)c1 | 3 | 156 | -11% | 5% | -9 | 90 | 99 | -3 | 156
CC(Oc1ccc(Cl)cc1Cl)C(=O)/C=C/N(C)C (configuration not stated) | -5 | 168 | -6% | 1% | . | . | . | 5 | 168
CCOc1ccc(NC(=O)CSc2nnc(C34CC5CC(CC(C5)C3)C4)n2C)cc1 | -11 | 160 | 10% | -2% | 1 | 83 | 81 | 11 | 160
O=C(Nc1cc(Cl)cc(Cl)c1)c1cnn2cccnc12 | 8 | 156 | -45% | 4% | 0 | 70 | 69 | -8 | 156
COc1ccc(CC(=O)NC2CCN(Cc3nnnn3C(C)(C)C)CC2)cc1OC | -2 | 192 | -8% | -48% | -1 | 91 | 91 | 2 | 192
CC1CCCN(C(=O)CSc2nnc(-c3c[nH]c4ccccc34)o2)C1 (configuration not stated) | 0 | 85 | 1% | -20% | -23 | 51 | 74 | 0 | 85
O=C(Cn1cc([N+](=O)[O-])cn1)Nc1ccn(Cc2c(F)c(F)cc(F)c2F)n1 | 10 | 185 | -9% | 13% | . | . | . | -10 | 185
COc1ccc(-c2[nH]nc3c2C(c2ccsc2)C(C#N)=C(N)O3)cc1 (configuration not stated) | 9 | 161 | 3% | 12% | . | . | . | -9 | 161
COc1ccc(OC)c(NC(=O)C2CCCN2C(=O)C2CCC(C)CC2)c1 (configuration not stated) | -15 | 58 | 28% | -43% | -1 | 86 | 87 | 15 | 58
Cn1c(=O)[nH]c(=O)c2c1nc(N1CCOCC1)n2CCCSc1ncccn1 | 5 | 184 | 0% | -35% | 0 | 85 | 85 | -5 | 184
Cc1ccc(CSCCNC(=O)/C=C/c2ccc(Cl)cc2)cc1 | 1 | 78 | 10% | 4% | . | . | . | -1 | 78
O=C(N/N=C/c1cccc(Oc2ccc([N+](=O)[O-])cc2[N+](=O)[O-])c1)c1cncc(Br)c1 | -10 | 67 | 2% | -7% | -22 | 49 | 71 | 10 | 67
CCOC(=O)c1c(N)sc2c1C1CCN2CC1 | -9 | 124 | 5% | 0% | 4 | 87 | 83 | 9 | 124
C=CCn1c(NCc2ccc3c(c2)OCO3)nc2ccccc21 | 0 | 153 | 4% | 33% | 14 | 95 | 81 | 1 | 153
O=c1[nH]c2cc3c(cc2cc1C(c1nnnn1C1CCCC1)N1CCSCC1)OCCO3 (configuration not stated) | -6 | 147 | 1% | -28% | -8 | 6 | 14 | 6 | 147
COc1ccccc1N(C(=O)NCc1ccccc1)C1=NCC(C)S1 (configuration not stated) | 7 | 182 | 11% | -42% | 2 | 70 | 68 | -7 | 182
CC(=O)c1ccc(Nc2nc(NCCO)nc(OC(C(F)(F)F)C(F)(F)F)n2)cc1 | 8 | 122 | . | . | -2 | 58 | 60 | -8 | 122

Taken from above (4 entries):
SMILES | NFkB transloc inh | NFkB transloc inh cell count 2 µM | Bcl-B displacement | PLAP inhibition | MRP reversal | MRP reversal cytotoxicity | MRP reversal with doxorubicin | NFkB transloc pot | NFkB transloc pot cell count 2 µM
CC(=O)Nc1ccc(C(=O)NNC(=O)CCc2ccccc2)cc1 | 4 | 135 | -7% | -46% | . | . | . | -4 | 135
O=C(CNS(=O)(=O)c1ccc(F)cc1)Nc1ccc(C(F)(F)F)cc1 | -18 | 192 | 5% | 5% | -8 | 87 | 95 | 19 | 192
CCN(CC)CCNC(=O)Cn1nc(-c2ccccc2)c2ccccc2c1=O | -1 | 131 | 6% | 0% | -6 | 88 | 93 | 1 | 131
O=C(O)CCCCCNS(=O)(=O)c1ccc(Cl)cc1 | 47* | 85* | 22% | -2% | -8 | 101 | 110 | -47 | 85

Next records
SMILES | NFkB transloc inh | NFkB transloc inh cell count 2 µM | Bcl-B displacement | PLAP inhibition | MRP reversal | MRP reversal cytotoxicity | MRP reversal with doxorubicin | NFkB transloc pot | NFkB transloc pot cell count 2 µM
O=C(NC1CCCCCC1)C1CC(=O)N(Cc2ccccc2)C1 (configuration not stated) | 9 | 191 | -9% | -40% | -4 | 88 | 93 | -9 | 191
COc1nc(OC)nc(N2CCC(C(=O)NCC3CCCCC3)CC2)n1 | -11 | 182 | -5% | -8% | -50 | 31 | 80 | 11 | 182
CCCc1cc(=O)oc2cc(OCC(=O)N(C)C)c(Cl)cc12 | . | . | 2% | 12% | 14 | 100 | 87 | . | .
CN(CCc1ccccn1)C(=O)CCNC(=O)Cn1cnc2ccccc2c1=O | 4 | 165 | -1% | -18% | 4 | 108 | 104 | -5 | 165
O=c1[nH]c(CN(CCO)CCO)nc2c1C1(CCCCC1)Cc1ccccc1-2 | . | . | 2% | -233% | -23 | 56 | 79 | . | .
CCC(=O)Nc1ccc(NC(=O)CN2CCCC(C)C2)c(Cl)c1 (configuration not stated) | 0 | 123 | 11% | -46% | -1 | 102 | 103 | 1 | 123
O=C(c1ccncc1)N1CCN(C(=O)c2cccc3ccccc23)CC1 | -26 | 189 | 10% | -4% | 7 | 86 | 79 | 26 | 189
C=CCn1c(SCC(=O)Nc2ncc(Cc3cc(Cl)ccc3Cl)s2)nnc1-c1ccncc1 | 5 | 113 | -3% | -4% | . | . | . | -5 | 113
COc1cccc(-c2nc3ccccc3c(=O)o2)c1 | -2 | 162 | -5% | 20% | 7 | 87 | 81 | 1 | 162
CC1C2C(C)N(C)C(=O)N(C)C2N(C)C(=O)N1C (configuration not stated) | 10 | 170 | 124% | -8% | 13 | 100 | 87 | -10 | 170
CCN1CC=C2C(C1)C(c1ccc(Cl)s1)C(C#N)=C(N)C2(C#N)C#N (configuration not stated) | -6 | 164 | 124% | -16% | 13 | 60 | 47 | 6 | 164
CC12CCC(C(=O)Nc3ccccc3)(C/C1=N\O)C2(C)C (configuration not stated) | -3 | 148 | 7% | 5% | 7 | 112 | 105 | 3 | 148
Cc1c(NC(=O)C2CC=CCC2C(=O)O)c(=O)n(-c2ccccc2)n1C (configuration not stated) | -27 | 191 | -4% | -10% | 13 | 102 | 89 | 27 | 191
Cc1ccc(-n2c(SCc3cn4ccsc4n3)nc3ccccc3c2=O)cc1 | -11 | 110 | 0% | -74% | -10 | 83 | 93 | 11 | 110
O=C(Nc1cccc(F)c1)C1CCN(C(=O)Cc2ccccc2)CC1 | . | . | -11% | 2% | 7 | 88 | 82 | . | .
COc1ccc(-c2nnc(SCC(=O)c3ccc(C)o3)o2)cc1 | 0 | 146 | . | . | -1 | 95 | 96 | 0 | 146
COc1cc(C2NC(=O)NC(C)=C2C(=O)OCC2CCCO2)ccc1O (configuration not stated) | -15 | 190 | -14% | 6% | -6 | 89 | 94 | 15 | 190
Cc1cc(NC(=O)COC(=O)CSc2nc3cc(Cl)ccc3n2Cc2ccccc2)no1 | -6 | 174 | 0% | -8% | 19 | 104 | 85 | 5 | 174
O=C1O/C(=C\C(=O)N2CCOCC2)c2ccccc21 | 5 | 152 | -13% | 25% | -12 | 97 | 109 | -5 | 152
Cc1ccc(OC(=O)c2ccc(Br)o2)cc1 | -15 | 169 | -8% | -7% | -11 | 81 | 92 | 15 | 169
Cc1ccc2c(c1)cc(CN(Cc1cccnc1)C(=O)NCc1ccccc1)c1nnnn12 | -2 | 163 | -1% | -32% | 6 | 90 | 84 | 2 | 163

Two records picked at random from the list so far:
SMILES | NFkB transloc inh | NFkB transloc inh cell count 2 µM | Bcl-B displacement | PLAP inhibition | MRP reversal | MRP reversal cytotoxicity | MRP reversal with doxorubicin | NFkB transloc pot | NFkB transloc pot cell count 2 µM
CCCc1cc(=O)oc2cc(OCC(=O)N(C)C)c(Cl)cc12 | . | . | 2% | 12% | 14 | 100 | 87 | . | .
O=C(c1ccncc1)N1CCN(C(=O)c2cccc3ccccc23)CC1 | -26 | 189 | 10% | -4% | 7 | 86 | 79 | 26 | 189

Filtered by structure: the entries above with a cyano group
SMILES | NFkB transloc inh | NFkB transloc inh cell count 2 µM | Bcl-B displacement | PLAP inhibition | MRP reversal | MRP reversal cytotoxicity | MRP reversal with doxorubicin | NFkB transloc pot | NFkB transloc pot cell count 2 µM
COc1ccc(-c2[nH]nc3c2C(c2ccsc2)C(C#N)=C(N)O3)cc1 (configuration not stated) | 9 | 161 | 3% | 12% | . | . | . | -9 | 161
CCN1CC=C2C(C1)C(c1ccc(Cl)s1)C(C#N)=C(N)C2(C#N)C#N (configuration not stated) | -6 | 164 | 124% | -16% | 13 | 60 | 47 | 6 | 164
